# Bioassay records deposited in PubChem by National Center for Advancing Translational Sciences (NCATS).
# aSyn rescue = qHTS of alpha-syn Inhibitors; Yeast expressing alpha-synuclein, growth rescue, BacTiter-Glo, 24 h; Potency, µM (titrated, usually from 46.1 µM), without a hit: at the highest dose growth rescue (activation), usual class: activators; 370,000 compounds, 0.14% hits; also: % of control where 0% means no effect; nearly all actives have a fitted effect of over 65% in size
#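 Readout is rescue of growth in alpha-synuclein-expressing yeast, so inhibitors of toxicity appear as activators. Growth after 24 hr at 30 deg C in galactose medium is quantified by luminescence.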
# EPAC1 agonist = qHTS for Agonist of cAMP-regulated guanine nucleotide exchange factor 3 (EPAC1): primary screen. 360,000 compounds, 0.073% hits. Rap guanine nucleotide exchange factor 3 (Homo sapiens), O95398. EPAC1 agonist qHTS, biochemical assay; response scale: 100% = response to 6.5 mM cAMP. AID 720707, 2013. Potency, µM (doses to about 154 µM), inactives show at the top dose activation, actives largely listed as activators; also: nearly all actives have a fitted effect of over 60% in size
#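 Nucleotide exchange by EPAC1 (100 nM) on Rap1B–BODIPY-GDP (250 nM) in the presence of 50 uM GDP is tracked fluorescently at 480/540 nm over 30 min. Signals are normalized to a 6.5 mM cAMP control.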
# PTHR1 agonist = qHTS for PTHR1 Agonists: Primary Screen; 410,000 compounds, 0.075% hits; Potency, µM (titrated, usually from 115 µM), without a hit: top-dose activation, usual class: activators; HEK293 GP2 PTHR1 cells, GloSensor cAMP luminescence, 1 h; AID 743266, 2014; also: nearly all actives have a fitted effect of over 55% in size; some results filed as inactive show a strong effect at the top dose; inactives centre near -15; many of its hits are not listed in these tables
# Target sequence (Q03431 whole entry, looked up): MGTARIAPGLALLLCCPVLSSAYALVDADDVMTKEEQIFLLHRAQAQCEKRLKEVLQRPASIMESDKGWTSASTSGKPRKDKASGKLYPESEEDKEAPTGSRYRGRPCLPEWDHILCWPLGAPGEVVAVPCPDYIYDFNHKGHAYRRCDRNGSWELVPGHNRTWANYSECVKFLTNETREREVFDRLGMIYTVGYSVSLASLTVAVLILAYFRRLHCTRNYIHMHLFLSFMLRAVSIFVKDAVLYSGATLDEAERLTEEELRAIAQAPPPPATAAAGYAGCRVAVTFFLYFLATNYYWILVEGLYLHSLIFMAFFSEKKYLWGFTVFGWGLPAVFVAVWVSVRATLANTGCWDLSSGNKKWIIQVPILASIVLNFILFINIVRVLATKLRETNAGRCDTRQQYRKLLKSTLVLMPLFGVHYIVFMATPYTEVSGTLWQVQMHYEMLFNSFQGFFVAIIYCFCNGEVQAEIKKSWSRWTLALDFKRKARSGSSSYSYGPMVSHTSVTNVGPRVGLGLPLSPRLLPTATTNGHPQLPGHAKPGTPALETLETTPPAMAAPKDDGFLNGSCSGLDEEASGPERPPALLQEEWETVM
#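 HEK-293-derived GP2 cells expressing PTHR1 and a GloSensor cAMP reporter, 3,000/well, plated overnight, given luciferin plus IBMX (each 0.5 mM as added) for 1 h at 37 °C, then compound for 1 h at 37 °C. Luminescence was read after 15 min at room temperature.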
# EPAC1 antagonist = qHTS for Antagonist of cAMP-regulated guanine nucleotide exchange factor 3 (EPAC1): primary screen | Rap guanine nucleotide exchange factor 3 (Homo sapiens), O95398 | EPAC1 GEF assay, Rap1b-BODIPY-GDP exchange fluorescence | Potency, µM (titrated, usually from 115 µM), for inactives: top-dose activity change, negative = inhibition, hits mostly inhibitors | 360,000 compounds, 0.14% hits | AID 720709, 2013;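 also: plate controls were vehicle for no effect and positive control for full effect; nearly all actives have a fitted effect of over 50% in size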
# EPAC2 ag = qHTS for Agonist of cAMP-regulated guanine nucleotide exchange factor 4 (EPAC2): primary screen; Rap guanine nucleotide exchange factor 4 (Homo sapiens), Q8WZA2; EPAC2 activation, biochemical qHTS; response scale: 100% = 6.5 mM cAMP response; Potency, µM (titrated, usually from 154 µM), inactives show at the highest dose activation, hits mostly activators; 360,000 compounds, 0.079% hits; AID 720711, 2013; also: nearly all actives have a fitted effect of over 50% in size
#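 Guanine nucleotide exchange by EPAC2 is measured as reduced fluorescence of BODIPY-GDP once it is released from 250 nM Rap1B. Plates are read kinetically for 30 min at room temperature; results are scaled to 6.5 mM cAMP.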
# FUS yeast rescue = qHTS for Suppressors of FUS Proteinopathy: Primary screen using FUS-linked yeast assay. S. cerevisiae FUS-expressing, growth rescue, OD600, 24 h. Potency, µM (doses to about 76.6 µM), inactives show at the highest dose growth rescue (activation), hits mostly activators. 390,000 compounds, 0.24% hits;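 also: plate controls were DMSO vehicle for no effect and reference control for full effect; nearly all actives have a fitted effect of over 55% in size; some results filed as inactive show a strong effect at the top dose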
#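 S. cerevisiae expressing FUS from galactose induction served as the toxicity model. Growth after 24hr at 30C, read as absorbance at 600 nm, indicates suppression of toxicity; compounds dosed at several concentrations.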
# EPAC2 antagonist = qHTS for Antagonist of cAMP-regulated guanine nucleotide exchange factor 2 (EPAC2): primary screen. Rap guanine nucleotide exchange factor 4 (Homo sapiens), Q8WZA2. EPAC2 GEF exchange of Rap1B-BODIPY-GDP, fluorescence. Potency, µM (doses to about 114 µM), inactives show top-dose activity, negative = inhibition, actives largely listed as inhibitors. 360,000 compounds, 0.18% hits. AID 720708, 2013; also: % is scaled to controls: 0 for no effect and ±100 for the full control effect; nearly all actives have a fitted effect of over 45% in size; many of its hits are not listed in these tables
# TDP43 rescue = qHTS of TDP-43 Inhibitors. TDP-43 expressing yeast growth rescue, BacTiter-Glo, 24 h. Potency, µM (highest dose often 46.1 µM), without a hit: top-dose growth rescue (activation), usual class: activators. 410,000 compounds, 1.8% hits. AID 652104, 2013; also: % of control where 0% means no effect; nearly all actives have a fitted effect of over 50% in size
#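 Readout is BacTiter-Glo luminescence of cell growth, so inhibitors register as activators. TDP-43-expressing yeast at OD600=0.02 in galactose medium, after raffinose pregrowth to mid-log, were incubated with compound for 24 hr at 30 deg C.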
# Starred values were filed as active, the others as inactive; i = inactive; ? = inconclusive; . = no result given; & = joins results of further samples; [ ] = another dose, or the depositor's remark. Calls follow the shape of the dose curve; as a rule, active = well fitted curve in the direction sought with a large enough effect; inconclusive = small, poorly fitted or top-dose-only effect, or another doubt; inactive = no such curve, though single readings can be large; an effect the other way counts as inactive or inconclusive. Potency is read from the fitted curve at half-maximal effect.
SMILES,aSyn rescue,EPAC1 agonist,PTHR1 agonist,EPAC1 antagonist,EPAC2 ag,FUS yeast rescue,EPAC2 antagonist,TDP43 rescue
CC1(C)CC(=O)C=C(c2ccc(-c3cnc4ccccc4c3)cc2)C1=O,-14%,-4%,-60%[inhibitor],-22%,15%,16%,1%,4%
COc1ccc2c(c1)C(=O)Nc1cc(Cl)ccc1N2,14%,2%,-10%,-26%,4%,14%,-1%,28%
O=C(Nc1cccc(Cl)c1Cl)c1cc(S(=O)(=O)NCCc2ccccc2)ccc1F,-3%,7%,i,-13%,6%,2%&3%,-4%,-23%&12%
O=S1(=O)N[C@H](Cc2ccccc2)COc2cccc(N3CCC[C@@H]3CO)c21,12%,4%,-81%[inhibitor],-12%,9%,28%,2%,?
CCC(CC)c1nn2c(N)c(/C=C3\C=Nc4ccccc43)c(=O)nc2s1,-6%,-4%,-25%,-3%,-7%,-11%,3%,9%
Cc1ccc(C)c(NC(=O)C2CCCC2)c1,-6%,3%,i,0%,6%,-7%,-19%,14%
Cc1ccc(-c2nnn(CC(=O)N3c4ccccc4CCc4ccccc43)n2)cc1,3%,10%,i,-2%,10%,43%,7%,13%
OCc1cccc(-c2csc(C(O)c3ccco3)n2)c1 (stereo not drawn),0%,-2%,-15%,-7%,9%,10%,-9%,?
COc1ccc(-c2c(-c3ccc4c(c3)OCO4)c3ccccc3n2C)cc1,3%,7%,-49%[inhibitor],-19%,-4%,14%,-20%,15%
C=CCNC(=O)/C(=C/c1cccc([N+](=O)[O-])c1)NC(=O)c1ccco1,-6%,-6%,i,5%,-10%,-2%,17%,10%
O=C(OCc1cncs1)c1cccs1,-1%,4%,i,9%,4%,-3%,-8%,-12%[0.397 µM]
O=C1N(CN2CCN(c3cccc(Cl)c3)CC2)c2ccccc2C12OCCCO2,-11%,2%,-19%,12%,-4%,24%,13%,-37%[inhibitor]
COc1ccc2[nH]cc(CCNS(=O)(=O)c3ccc(F)cc3)c2c1,0%,7%,-51%[inhibitor],?,24%,11%,-9%,6%
Cc1nn(C)cc1NC(=O)c1nn(C)cc1[N+](=O)[O-],4%,6%,i,10%,11%,-4%,-1%,-8%
COc1cccc(NC(=O)CNC(=O)N2CC(=O)Nc3ccccc32)c1,9%,-11%,-26%,18%,-5%,17%,1%,-3%
COc1ccc(/C=C/c2nc(-c3ccccc3O)n(-c3ccccc3)n2)cc1,6%,2%,-79%[inhibitor],-23%,10%,.,-22%,-8%
CC(C)c1ccc(N(C(=O)c2cc3ccccc3oc2=O)C2C=CS(=O)(=O)C2)cc1 (stereo not drawn),-14%,-12%,-12%,10%,9%,3%,7%,12%
Cc1ccc(NC(=O)c2ccc3c(c2)C(=O)N(c2ccccc2C)C3=O)nc1,3%,-1%,-10%,-4%,-4%,.,-7%,-8%
Cc1cc(C)nc(Sc2ncnc3sc4c(c23)CCC4)n1,0%,4%,i,?,6%,26%,2%,20µM*
O=S(=O)(Nc1cc(Cl)cc(Cl)c1)N1CCOCC1,11%,-3%,-1%,11%,7%,1%,-1%,23%
CCCOc1ccc(N2C(=O)CC(NCc3cccnc3)C2=O)cc1 (stereo not drawn),-2%,0%,-12%,1%,7%,15%,-21%,-13%
CCn1c(NC(=O)/C=C/c2ccc(F)cc2)nc2ccccc21,26%,6%,-18%,15%,23%,39%,-7%,?
O=C(COc1cccc(Br)c1)NN=C1c2ccccc2-c2ccccc21,4%,-2%,i,7%,13%,2%,-2%,16%
O=C(NNC(=O)c1cc(C(F)(F)F)cc(C(F)(F)F)c1)c1ccc(Cl)cc1,-3%,0%,-12%,0%,2%,-19%,1%,-13%
O=C(NCC(c1ccco1)N1CCN(c2ccccc2F)CC1)c1cccs1 (stereo not drawn),-1%,?,-5%,-14%,1%,16%,-3%,5%
COc1ccc(-c2nnn(Cc3ccccc3)n2)cc1,8%,-3%,-12%,-4%,9%,5%,4%,?
O=C(NNc1ncnc2c1cnn2-c1ccccc1)c1ccco1,-5%,0%,i,-30%,1%,2%,-2%,11%
O=C(CN1CCN(Cc2ccc(F)cc2Cl)C1=O)NCc1cccs1,2%,8%,-1%,-17%,15%,4%,-7%,-3%
Cn1c(SCc2ccc(Cl)cc2)nc(C(F)(F)F)cc1=O,-6%,-5%,i,4%,-13%,20%,3%,-3%
O=C(N/N=C/c1ccc(-c2ccc(Cl)c(C(=O)O)c2)o1)c1cc2c(ccc3ccccc32)o1,-1%,11%,-10%,40µM*,28%,36%,17%,3%
O=C(CSCc1ccccc1)N1CCN(c2ccc(F)cc2)CC1,15%,9%,6%[57.5 µM],-3%,11%,23%,-3%,24%
CCN(CC)C(=O)C(=O)N/N=C/c1cccc(Br)c1,11%,-5%,i,11%,10%,1%,10%,1%
Nn1c(C2COc3ccccc3O2)n[nH]c1=S (stereo not drawn),1%,-11%,-9%,3%,9%,-19%,6%,20%
CCCCNS(=O)(=O)c1ccc(Br)cc1N1CCC[C@H]1CO,7%,-10%,i,-21%,-1%,6%,-10%,20%
Cc1cc(C)c2nc(N(CCCN(C)C)C(=O)C3=COCCO3)sc2c1,11%,4%,-6%,-2%,2%,-4%,10%,7%
Cc1ccc(NC(=O)C(=O)NCCCN2CCOCC2)cc1C,11%,.,i,.,.,-16%,.,2%
CCn1c(=S)sc2c(=O)n(CC(=O)NCCCc3ccccc3)c(C)nc21,-3%,6%,i,-19%,14%,-9%,9%,-4%
O=[N+]([O-])c1ccc(CN2CCN(c3ncccn3)CC2)cc1,-1%,7%,-45%[inhibitor],8%,8%,-14%,7%,-6%
O=C(c1ccc(F)cc1)N(Cc1ccccc1)C1CCS(=O)(=O)C1 (stereo not drawn),0%,11%,-6%,-22%,0%,-17%,-3%,1%
C[C@@H]1COC(=O)[C@@H](NC(=O)OCC2c3ccccc3-c3ccccc32)C/C=C\C[C@@H](CC(=O)N(CCO)Cc2ccccc2)C(=O)N1,0%,-4%,-24%,-3%,20%,?,15%,7%

# Entries of single compounds as entered above:
# Record of O=C(NNc1ncnc2c1cnn2-c1ccccc1)c1ccco1 = aSyn rescue: -5%; EPAC1 agonist: 0%; PTHR1 agonist: i; EPAC1 antagonist: -30%; EPAC2 ag: 1%; FUS yeast rescue: 2%; EPAC2 antagonist: -2%; TDP43 rescue: 11%
# Record of COc1ccc(-c2nnn(Cc3ccccc3)n2)cc1 = aSyn rescue: 8%; EPAC1 agonist: -3%; PTHR1 agonist: -12%; EPAC1 antagonist: -4%; EPAC2 ag: 9%; FUS yeast rescue: 5%; EPAC2 antagonist: 4%; TDP43 rescue: ?

# (more compounds)
SMILES,aSyn rescue,EPAC1 agonist,PTHR1 agonist,EPAC1 antagonist,EPAC2 ag,FUS yeast rescue,EPAC2 antagonist,TDP43 rescue
NS(=O)(=O)c1ccc(NC(=O)COC(=O)COc2ccc3ccccc3c2)cc1,-2%,0%,-9%,?,2%,34%,?,-10%[9.22 µM]
COc1cc(OC)cc(C(=O)Nc2nnc(SCC(=O)NCc3ccco3)s2)c1,5%,8%,-6%,-27%,1%,3%,0%,-6%
COc1cccc(NC(=O)CN(C)C(=O)c2cc(-c3ccccc3)nc3ccc(C)cc23)c1,-8%,-2%,-13%,5%,-1%,7%,-17%,-14%
O=C(CSC(=S)N1CCOCC1)Nc1ncc2c(n1)CC(c1ccco1)CC2=O (stereo not drawn),-3%,-8%,-36%[inhibitor],-5%,4%,6%,0%,2%
CCN(CC)c1ccc(-c2nc3cnccc3n2C)cc1,-11%,3%,-23%[57.5 µM],2%,-24%,-19%,-1%,-9%
O=c1oc2ccccc2c(NCCc2ccccc2)c1[N+](=O)[O-],-3%,-2%,-15%,23%,1%,0%,8%,9%
Cc1cc(NC(=S)NC(=O)c2ccccc2)ccc1-c1cc2ccccc2oc1=O,1%,4%,-12%,5%,4%,4%,13%,13%
Cc1cc(Cl)ccc1N1C(=O)CC(SCCC(=O)O)C1=O (stereo not drawn),-19%,-7%,-49%[inhibitor],8%,3%,-28%,13%,8%
Cc1cc(C)c(O)c(CN(C)Cc2cc(Cl)cc(Cl)c2O)c1,?,1%,-54%[inhibitor],-10%,5%,9%,?,-28%
CCCC(=O)NC(c1cccc([N+](=O)[O-])c1)c1ccc2cccnc2c1O (stereo not drawn),-2%,-4%,i,4%,12%,-14%,-6%,2%
CCc1cccc(CC)c1NC(=S)N(CCN(C)C)C(C)c1cccnc1 (stereo not drawn),-1%,-1%,-7%,?,11%,9%,-10%,-12%[9.22 µM]
CC(C)CN(C(=O)COC(=O)CSc1ccccc1)c1c(N)n(Cc2ccccc2)c(=O)[nH]c1=O,-5%,-8%,i,7%,0%,15%,4%,0%
COC(=O)C[C@H]1C=C[C@H](NS(=O)(=O)c2cn(C)cn2)[C@@H](CO)O1,-6%,-4%,i,2%,1%,-13%,-13%,18%
CCOC(=O)c1c(-c2ccccc2)nc2cc(C)ccn12,1%,8%,-10%[57.5 µM],-3%,6%,20%,-3%,?
Cc1ccc(C)c(N(C(=O)c2nsc(Cl)c2Cl)C(C(=O)NC2CCCC2)c2ccc(O)cc2)c1 (stereo not drawn),-17%,12%,-19%,-28%,1%,30%,-18%,?
COc1ccc(/C(C)=N/NC(=O)c2ccncc2)cc1[N+](=O)[O-],2%,6%,i,-4%,-7%,1%,4%,22%
COc1ccc(/C=N/NC(=O)c2cccnc2)cc1COc1ccc([N+](=O)[O-])c(C)c1,6%,15%,-31%[inhibitor],7%,7%,22%,-1%,?
COc1ccc(NC(=O)CSc2nc(NS(=O)(=O)c3ccccc3)cc(=O)[nH]2)cc1,1%,8%,-13%,?,6%,?,-7%,-6%
CCOc1ccc(CNC(=O)C2CCN(S(=O)(=O)CC)CC2)cc1OC,?,0%,i,1%,0%,3%,9%,8%

# An excerpt; rates above refer to the full screens.
